High-throughput results (PubChem BioAssay)
ABCB1 inh: blocks JC-1 efflux by human ABCB1 transporter; inhibition, % at 6.6 µM; P08183; CCRF-Adr cells, flow cytometry; 190,000 compounds, 0.067% hits; in the data active means inhibition above about 40%;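 further: 0% = vehicle and 100% = reference inhibitor; higher value means more JC-1 retained so stronger ABCB1 efflux block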
Bim-Mcl-1: inhibitors of Bim-Mcl-1 interaction, human; Q07820; 190,000 compounds, 0.1% hits; inhibition, % at 10 µM; Bead-based flow cytometry, Bim peptide-Mcl-1 binding;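 further: 0% = no compound tracer wells and 100% = peptide blocker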
Bim-Bcl-B: disrupts Bim peptide binding to human Bcl-B; Q9HD36; bead-based flow cytometry; inhibition, % at 10 µM; 190,000 compounds, 0.073% hits; AID 951;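 further: 0% = tracer peptide without compound and 100% = reference inhibitor peptide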
Target sequence (Q9HD36 whole entry, looked up): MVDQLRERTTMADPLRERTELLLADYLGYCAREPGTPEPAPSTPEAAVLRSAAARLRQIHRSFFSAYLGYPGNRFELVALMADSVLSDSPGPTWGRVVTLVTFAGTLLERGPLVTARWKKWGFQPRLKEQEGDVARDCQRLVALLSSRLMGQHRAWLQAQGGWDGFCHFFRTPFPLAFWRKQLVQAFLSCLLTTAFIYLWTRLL
ABCG2 block: human ABCG2 inhibition, ABCB1 as counter-screen; 190,000 compounds, 0.1% hits; IgMXP3 cells, JC-1 efflux, flow cytometry; AID 1325; inhibition, % at 6.6 µM;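 active means inhibition above 80%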;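 further: 0% = DMSO and 100% = nicardipine control wells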
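Assay system – ABCG2 IgMXP3 and barcoded ABCB1 CCRF-Adr cell mix · Input – 3 million cells/mL in well · Reagent – JC-1 fluorescent substrate · Compound – single test compound dose, 6.6 µM final · Timing – 10 min exposure at 25 °C with rotation, no wash · Detection – flow cytometry of retained JC-1 fluorescence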
Bim-Bcl-W: inhibitors of Bim-Bcl-W interaction, human; 190,000 compounds, 0.02% hits; AID 952; inhibition, % at 10 µM; bead-based flow cytometry, Bim peptide-Bcl-W binding;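 further: 0% = bound tracer without compound and 100% = peptide blocker; higher means less fluorescent Bim peptide bound to Bcl-W beads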
Target sequence (Q92843 whole entry, looked up): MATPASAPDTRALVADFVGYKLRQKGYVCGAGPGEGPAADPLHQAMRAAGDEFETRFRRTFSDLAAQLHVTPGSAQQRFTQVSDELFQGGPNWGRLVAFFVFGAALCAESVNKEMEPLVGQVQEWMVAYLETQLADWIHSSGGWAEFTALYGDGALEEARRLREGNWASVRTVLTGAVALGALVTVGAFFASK
Bcl-2 Bim block: inhibitors of Bim-Bcl-2 interaction, human. Bead-based flow cytometry, Bim peptide-Bcl-2 binding. inhibition, % at 10 µM. 190,000 compounds, 0.06% hits. AID 950; in the data active means inhibition above about 40%; inconclusive means no clear call, values can overlap the other calls;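 further: 0% = no compound wells with probe peptide and 100% = reference peptide inhibitor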
Target sequence (P10415 whole entry, looked up): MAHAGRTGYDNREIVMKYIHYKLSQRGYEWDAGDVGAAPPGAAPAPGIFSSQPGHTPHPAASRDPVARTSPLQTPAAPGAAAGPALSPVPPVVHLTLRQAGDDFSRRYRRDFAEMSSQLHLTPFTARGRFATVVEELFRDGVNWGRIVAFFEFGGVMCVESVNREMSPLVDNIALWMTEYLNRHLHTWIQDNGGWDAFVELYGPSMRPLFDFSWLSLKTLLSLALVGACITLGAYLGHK
Bfl-1 Bim block: human Bim-Bfl-1 interaction inhibition | inhibition, % at 10 µM | Bead-based flow cytometry, Bim-Bfl-1 binding inhibition | AID 1008 | 190,000 compounds, 0.12% hits | Q16548;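 further: 0% = wells without compound plus tracer and 100% = blocker peptide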
Bcl-XL Bim block: inhibitors of Bim-Bcl-XL interaction, human; inhibition, % at 10 µM; 190,000 compounds, 0.04% hits; Q07817; AID 1007; Bim peptide-Bcl-XL binding, bead flow cytometry, fluorescence
Target sequence (Q07817 whole entry, looked up): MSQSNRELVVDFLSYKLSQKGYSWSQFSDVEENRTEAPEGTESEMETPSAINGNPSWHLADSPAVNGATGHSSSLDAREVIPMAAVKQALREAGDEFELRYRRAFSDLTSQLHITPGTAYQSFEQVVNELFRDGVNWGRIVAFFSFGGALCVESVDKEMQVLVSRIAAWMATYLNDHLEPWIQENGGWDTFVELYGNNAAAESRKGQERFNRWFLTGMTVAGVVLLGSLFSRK
RGS8-Gao: human RGS8-Galphao interaction regulation | 220,000 compounds, 0.34% hits | multiplexed bead flow cytometry, RGS8-Galphao binding; actives lie on both sides | response (percent of control binding), % at 10 µM | AID 1423 | P09471; in the data active means response below about 60% or above about 140%; inactive means in between;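 further: Galphao activated as the GDP aluminium fluoride complex binding bead-coupled RGS8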
RGS4-Gao reg: modulates binding of RGS4 to human Galphao | P09471 | Multiplexed bead flow cytometry; actives lie on both sides | binding response (% of control), % at 10 µM | 220,000 compounds, 0.33% hits | AID 1415; in the data active means binding response below about 49% or above about 150%; inactive means in between;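 further: fluorescent Galphao activated with aluminum fluoride binding bead-coupled RGS4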
RGS7-Gao reg: regulators of human RGS7-Galphao interaction; P09471; AID 1439; Multiplexed bead flow cytometry, RGS7-Galphao binding; actives lie on both sides; binding response (% of control), % at 10 µM; 220,000 compounds, 0.35% hits; in the data active means binding response below about 49% or above about 150%; inconclusive means no clear call, values can overlap the other calls; inactive means in between;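 further: fluorescent Galphao held in activated GDP-AlF4 state binding bead-coupled RGS7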
Starred values were filed as active, the others as inactive; ? = inconclusive. Unless noted, no stated cut-off is given here; in the data, active means inhibition above about 40%. Rows are unselected; overall some 0.94% were active at least once.

SMILES,ABCB1 inh,Bim-Mcl-1,Bim-Bcl-B,ABCG2 block,Bim-Bcl-W,Bcl-2 Bim block,Bfl-1 Bim block,Bcl-XL Bim block,RGS8-Gao,RGS4-Gao reg,RGS7-Gao reg
Nc1nc(SCC(=O)Nc2ccc(Br)cc2F)n[nH]1,3.6,3,2,36,5,4,1,0,109,102,102
CC(C)(C)NS(=O)(=O)c1ccc(CCC(=O)Nc2ccc3c(c2)OCCO3)cc1,0.1,-4,-14,8,-5,-13,-7,-11,99,98,102
O=C1CN(C(=O)c2ccc(Br)o2)C(c2ccccc2)c2cc(F)ccc2N1 (stereo unspecified),-1.4,-4,-1,-2,-3,-3,-5,-3,99,102,99
CCC(=O)Nc1ccccc1C(=O)OCC(=O)c1ccccc1,1.0,-6,-4,5,-1,-2,-2,-3,99,101,103
O=C(NC1CCSC1=O)c1ccccc1 (stereo unspecified),0.3,-3,-1,2,-2,0,-1,-4,105,104,102
Cc1ccc(C(=O)COc2nc(C)nc3ccccc23)cc1,-1.1,0,4,-3,-1,1,4,0,107,103,?
COc1cccc(/C=N/NC(=O)c2ccc(N(C)S(=O)(=O)c3ccccc3)cc2)c1OC,1.6,-1,-10,2,-3,-3,-8,-2,101,99,103
FC(F)(F)c1ccc(C2Nc3cccc4cccc(c34)N2)cc1,-0.6,-2,7,-2,-1,0,7,0,119,104,99
CCC(=O)N/C(N)=N/c1nc(C)c2cc(OC)ccc2n1,1.1,0,0,8,-2,-1,0,-2,103,103,100
c1csc(C(c2nnnn2C2CCCC2)N2CCOCC2)c1 (stereo unspecified),0.0,0,-2,0,6,-1,-10,-2,100,101,102
CCC(C)c1ccc(NC(=S)NCCn2cc(Br)cn2)cc1 (stereo unspecified),7.3,-1,-4,126*,3,-2,-7,0,104,102,100
O=C(NC(NC(=O)c1ccccc1)C(=O)c1ccccc1)c1ccccc1,0.6,-1,-3,2,-1,2,0,-3,101,104,99
Cc1ccc2c(c1)cc(CN(CCc1ccccc1)C(=O)N1CCOCC1)c1nnnn12,2.5,3,-4,4,0,-5,-10,-3,93,88,101
COc1cccc(CC2(CO)CCCN(Cc3cc4ccccc4[nH]3)C2)c1 (stereo unspecified),1.3,-7,-4,1,-3,-4,-4,-1,99,98,99
CN(C)c1ccc(/C=N/NC(=O)c2cccc(C(=O)N/N=C/c3ccc(N(C)C)cc3)n2)cc1,0.3,5,-14,0,9,2,5,8,98,91,88
Cc1ccccc1OCCCC(=O)Nc1ccccc1C(F)(F)F,0.8,-6,-7,10,-4,-12,-10,-10,103,103,103
c1ccc(-c2nc(NC3CC3)nc(-n3ccnc3)n2)cc1,0.2,0,1,7,2,0,-5,0,100,98,97
Cc1noc(C)c1S(=O)(=O)N1CCC2(CC1)OCCO2,0.2,0,0,2,1,2,0,-2,101,101,102
Cc1cc(C)c(S(=O)(=O)N2CCCC2=O)c(C)c1,-0.1,0,-4,4,-1,0,-7,-1,103,101,94
C=CCN(c1ccccc1)S(=O)(=O)c1ccc2c(c1)oc(=O)n2C,0.2,-1,-7,1,2,-5,-9,-2,99,99,99
COc1cccc(C(=O)N2CCN(Cc3ccccc3[N+](=O)[O-])CC2)c1,1.4,-1,-2,11,-3,1,-1,-5,102,102,101
O=C(CCc1nc(-c2ccccc2)no1)NCCc1ccccc1,0.0,-4,-3,1,-4,-4,-2,-2,101,98,98
CCC(C)/C(C)=N/Nc1ccc(S(N)(=O)=O)cc1[N+](=O)[O-] (stereo unspecified),0.2,-1,-2,3,-1,0,-5,0,98,97,?
Cc1ccc(C(=O)Oc2cccc(NC(=O)c3cccs3)c2)cc1S(=O)(=O)N1CCOCC1,-2.2,0,-7,-5,0,-9,-9,3,102,109,103
C[N+]1(CCOc2ccc([N+](=O)[O-])cc2)CCOCC1,-0.2,0,0,-1,0,0,0,0,101,103,100
Cc1ccc(CN(Cc2cc3cc4c(cc3[nH]c2=O)OCCO4)Cc2nnnn2Cc2ccco2)cc1,0.9,2,-2,2,7,0,2,-2,88,87,86
O=C(NN1C(=O)/C(=C\c2cccnc2)SC1=S)C(c1ccccc1)c1ccccc1,-0.6,-3,-9,-5,-4,-9,-2,-5,98,98,97
O=C(/C=C/c1ccc2c(c1)OCO2)Nc1nc2ccccc2s1,-1.2,0,7,-3,0,7,3,0,95,96,92
CCCC(=O)Nc1cc(C)c(NC(=O)c2ccccn2)cn1,0.7,0,0,7,0,1,0,-16,91,94,89
COc1ccc(-c2cc(=O)c3ccccc3[nH]2)cc1,0.0,0,-5,11,0,0,-1,-1,97,100,103

The closing 2 records of the part before lead into the next.
SMILES,ABCB1 inh,Bim-Mcl-1,Bim-Bcl-B,ABCG2 block,Bim-Bcl-W,Bcl-2 Bim block,Bfl-1 Bim block,Bcl-XL Bim block,RGS8-Gao,RGS4-Gao reg,RGS7-Gao reg
CCCC(=O)Nc1cc(C)c(NC(=O)c2ccccn2)cn1,0.7,0,0,7,0,1,0,-16,91,94,89
COc1ccc(-c2cc(=O)c3ccccc3[nH]2)cc1,0.0,0,-5,11,0,0,-1,-1,97,100,103
CC(c1ccco1)N(C(=O)COc1ccccc1[N+](=O)[O-])c1ccccn1 (stereo unspecified),0.5,-1,0,1,-4,0,-3,-1,103,98,101
CCN(CC)c1ccc(C(=O)OCC(=O)Nc2ccc3[nH]c(=O)[nH]c3c2)cc1,-0.9,2,0,-4,-2,-2,-5,-4,96,97,92
O=C1c2ccccc2C(=O)N1CCC(c1ccc(F)cc1)c1ccco1 (stereo unspecified),0.4,-4,-3,6,-3,-9,-6,-8,101,89,95
CCC1CCCCN1C(=O)COc1ccc(F)cc1 (stereo unspecified),1.1,1,0,3,-1,-2,0,-3,94,98,99
O=C(Cn1cnc2cc([N+](=O)[O-])ccc2c1=O)NCc1ccccc1,0.3,-1,-4,4,-1,1,-7,-5,99,99,96
CCCCNC(=O)c1ccc(-n2c(=S)[nH]c3ccccc3c2=O)cc1,0.2,-3,-8,1,-4,-2,-3,-5,103,103,100
O=C1NN(c2ccccc2)C(=O)/C1=C\c1ccccc1OCC(=O)N1CCOCC1,-1.1,-4,0,-2,4,2,-1,0,98,99,99
O=c1[nH]c2ccccc2n1CCCSc1cnc2ccccc2n1,2.8,-3,-6,10,-1,-3,-9,-8,100,103,102
CCOC(=O)Cc1csc(NC(=O)c2cc3ccccc3o2)n1,0.1,-2,0,5,0,0,0,-3,101,102,?
CC(C)OC(=O)c1nnc(Cc2ccc(Cl)cc2)o1,-0.8,-1,-6,-2,-5,-2,-1,-4,102,102,104
CCCCN=C1NC(=O)C(CC(=O)NCCc2ccc(OC)cc2)S1 (stereo unspecified),-0.8,2,8,-4,9,6,12,12,100,93,99
Cc1ccc(CCNC(=O)C23C[C@H]4C[C@@H](C2)CC(n2nnc(C)n2)(C4)C3)cc1,1.6,4,-5,8,-3,-3,-1,-7,95,95,88
CCc1ccc(NC(=O)CCNS(=O)(=O)c2cccc3nonc23)cc1,3.2,1,0,43,0,-5,-1,-2,103,103,106
CCOC(=O)c1c(NC(=S)Nc2ccc(OC)cc2)sc2c1CCCCC2,-2.3,-9,-12,-2,-4,-4,-1,-6,98,97,98
O=C(C1CCCN(S(=O)(=O)c2cccc3nsnc23)C1)N1CCc2ccccc21 (stereo unspecified),1.6,-1,-9,41,1,-8,-10,-5,99,97,102
Cn1c(SCC(=O)OC2CCCCC2)nnc1-c1ccc2c(c1)OCO2,0.0,0,-4,1,1,-9,-15,1,102,96,99
O=C(COC(=O)Cc1ccc2c(c1)OCCO2)Nc1ccc(S(=O)(=O)N2CCCC2)cc1,0.6,-2,-7,3,7,-14,-10,-6,102,102,101
Cc1cc(C(=O)CSc2ccc(Cl)cc2)cc(C)c1OC(=S)N(C)C,0.6,-1,-1,2,-5,-1,-5,-4,97,92,97
Cc1ccc2c(COC(=O)c3n[nH]c4ccccc34)cc(=O)oc2c1,-2.6,7,-3,-3,1,-7,-5,2,101,100,100
O=C(CNC(=O)c1ccccc1)OC(C(=O)Nc1cc(C(F)(F)F)ccc1Cl)c1ccccc1 (stereo unspecified),0.8,-4,-3,4,-4,-3,-2,-4,98,103,102
COc1cccc(NC(=O)Nc2cccn(Cc3ccccc3)c2=O)c1,3.5,-2,-9,40,1,-2,-15,-3,101,100,96
COc1cccc(-c2nnn(CC(=O)NC3CCCC3)n2)c1OC,0.3,0,-4,2,0,-5,-6,-2,100,107,103
COc1ccc(CCNC(=O)COc2ccc(-c3ccc(C)cc3)cc2)cc1OC,0.7,0,2,33,1,-1,-2,0,93,101,103
Cc1cc(C)n(-c2nc(C)nc3c2cnn3-c2ccccc2)n1,0.4,-3,-4,8,-1,-2,0,-1,97,97,95
CCOC(=O)N1CCN(S(=O)(=O)c2ccc3c(c2)CCN3C(=O)C2CC2)CC1,1.8,2,-4,9,5,-5,-8,0,101,98,96
COCC(C)n1c(C)cc(C(=O)COC(=O)c2ccc3ncsc3c2)c1C (stereo unspecified),1.1,-1,-3,26,-2,-2,-2,0,100,98,99
CCCS(=O)(=O)N1CCCC(C(=O)NCCN(CC)c2ccccc2)C1 (stereo unspecified),1.0,-1,-2,8,0,-2,-5,0,102,98,98
N#CCCn1cc(C(CC(=O)c2ccc(Br)cc2)C(=O)O)c2ccccc21 (stereo unspecified),-0.1,-2,-1,1,-2,1,-1,-3,94,96,96
CCOc1ccccc1NC1=C(Cl)C(=O)N(Cc2ccccc2)C1=O,-0.2,0,-2,-1,0,-1,-1,-4,116,100,99
CN(C)C(=O)c1c([N+](=O)[O-])ncn1C,0.5,0,-5,3,-2,0,0,-4,109,103,101
O=C(O)c1ccc(CSc2nnc(-c3cccnc3)n2-c2ccc(Br)cc2)cc1,0.6,-5,-7,7,-3,-4,-6,-6,102,95,93
COc1ccccc1CNC(=O)CCc1nc2ccccc2c(=O)[nH]1,0.2,-1,-2,2,-3,0,-4,-2,101,102,101
COc1ccc(C2CC2/C(=N/O)c2ccccn2)cc1 (stereo unspecified),0.1,3,-1,0,1,0,-3,0,105,101,106
Cc1cc(C)n(-c2nnc3n2N=C(c2ccccc2)CS3)n1,1.1,0,-4,2,1,-8,-6,0,103,108,110
CC1=CC(C)(C)[N+](C)(C)c2ccc(C)cc21,0.2,0,-11,0,0,4,2,-2,112,106,108
COc1ccccc1NC(=O)CC(=O)CSc1nnc(-c2ccc(C)cc2)n1C,0.2,2,-7,0,-1,-11,-11,-6,101,102,103
Cc1ccc(C(=O)C2=C(O)C(=O)N(CCCn3ccnc3)C2c2ccc(OC(C)C)cc2)o1 (stereo unspecified),-5.3,2,-1,-5,0,-1,-3,0,99,96,94

A few values from the results shown:
Cc1cc(C)n(-c2nnc3n2N=C(c2ccccc2)CS3)n1 | Bim-Mcl-1: 0
O=C(O)c1ccc(CSc2nnc(-c3cccnc3)n2-c2ccc(Br)cc2)cc1 | Bim-Bcl-B: -7
